Source: PubChem (National Center for Advancing Translational Sciences (NCATS))
BCR signal inh – chronic active BCR signaling inhibition; ABC-DLBCL IkBa-CBG/CBR reporter, luminescence ratio, 4 h; Potency, µM (highest dose often 46.1 µM), for the others: at the top dose ratio change, negative = lower green/red ratio, actives largely listed as inhibitors; 0.05% of 340,000 active; AID 493014; active = well fitted inhibition curve with a large enough effect in the signal ratio, with a control signal flat, not every such curve was filed as active; inconclusive = small, poorly fitted or top-dose-only effect, or effect the other way, or a change in a side signal; the % refers to the signal ratio;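 note: potency is the fitted concentration of half-maximal effect; plate controls were basal doxycycline-induced cells for no effect and cells given 10 µM MG132 for full effect; MG132 reads +100%, hits lower the ratio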
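TMD8 human ABC-DLBCL cells with doxycycline-inducible IκBα–green luciferase fusion and unfused red luciferase, in 0.5% FBS medium; compounds up to 46 uM, 4 h at 37C. Green/red luminescence ratio, filter-overlap corrected, fitted to concentration-response curves.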
Tb PFK block – inhibitors of T. brucei phosphofructokinase. 0.17% of 330,000 active. Potency, µM (highest dose often 57.5 µM), without a hit: at the highest dose activity, negative = inhibition, most hits filed as inhibitors. T. brucei PFK, ADP-Glo luminescence. AID 485367;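 note: potency is the fitted concentration of half-maximal effect; 0% = uninhibited 1x PFK enzyme wells and -100% = no-enzyme wells; nearly all actives have a fitted effect of over 60% in size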
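ADP-Glo luminescence quantified ADP after 45 min at room temperature, with 1.25 nM T. brucei PFK, 0.1 mM ATP and 0.5 mM fructose-6-phosphate in pH 8.0 TEA buffer. qHTS titrations up to 57 µM; curves classified by quality.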
Giardia killer – kills Giardia lamblia; Giardia lamblia trophozoite viability; activity change, % at 7.66 µM, hits read low; 0.15% of 340,000 active; AID 540267; in the data active = activity change below about -80%; inconclusive = between about -30% and that limit;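 note: parasites exposed to compound for two days anaerobically before the ATP read; % is set by controls: 0 for no effect and ±100 for the full control effect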
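Media and compound were dispensed first, then trophozoites at 100 cells/well; plates sat 48 hrs at 37 deg C without oxygen before ATP luminescence reagent was added and read after 15-30 min at room temperature.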
hERG WT inh – blocks the wildtype human KCNH2 potassium channel. Q12809. U2OS, BacMam KCNH2, thallium flux FluxOr; hits give low values. activity change, % at 1.84 µM. 0.37% of 340,000 active. AID 720551;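 active = maximum activity change below -70%; inconclusive = maximum activity change between -70% and -50%; inactive = maximum activity change above -50%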; note: % is set by controls: 0 for no effect and ±100 for the full control effect
Target sequence (Q12809 whole entry, looked up): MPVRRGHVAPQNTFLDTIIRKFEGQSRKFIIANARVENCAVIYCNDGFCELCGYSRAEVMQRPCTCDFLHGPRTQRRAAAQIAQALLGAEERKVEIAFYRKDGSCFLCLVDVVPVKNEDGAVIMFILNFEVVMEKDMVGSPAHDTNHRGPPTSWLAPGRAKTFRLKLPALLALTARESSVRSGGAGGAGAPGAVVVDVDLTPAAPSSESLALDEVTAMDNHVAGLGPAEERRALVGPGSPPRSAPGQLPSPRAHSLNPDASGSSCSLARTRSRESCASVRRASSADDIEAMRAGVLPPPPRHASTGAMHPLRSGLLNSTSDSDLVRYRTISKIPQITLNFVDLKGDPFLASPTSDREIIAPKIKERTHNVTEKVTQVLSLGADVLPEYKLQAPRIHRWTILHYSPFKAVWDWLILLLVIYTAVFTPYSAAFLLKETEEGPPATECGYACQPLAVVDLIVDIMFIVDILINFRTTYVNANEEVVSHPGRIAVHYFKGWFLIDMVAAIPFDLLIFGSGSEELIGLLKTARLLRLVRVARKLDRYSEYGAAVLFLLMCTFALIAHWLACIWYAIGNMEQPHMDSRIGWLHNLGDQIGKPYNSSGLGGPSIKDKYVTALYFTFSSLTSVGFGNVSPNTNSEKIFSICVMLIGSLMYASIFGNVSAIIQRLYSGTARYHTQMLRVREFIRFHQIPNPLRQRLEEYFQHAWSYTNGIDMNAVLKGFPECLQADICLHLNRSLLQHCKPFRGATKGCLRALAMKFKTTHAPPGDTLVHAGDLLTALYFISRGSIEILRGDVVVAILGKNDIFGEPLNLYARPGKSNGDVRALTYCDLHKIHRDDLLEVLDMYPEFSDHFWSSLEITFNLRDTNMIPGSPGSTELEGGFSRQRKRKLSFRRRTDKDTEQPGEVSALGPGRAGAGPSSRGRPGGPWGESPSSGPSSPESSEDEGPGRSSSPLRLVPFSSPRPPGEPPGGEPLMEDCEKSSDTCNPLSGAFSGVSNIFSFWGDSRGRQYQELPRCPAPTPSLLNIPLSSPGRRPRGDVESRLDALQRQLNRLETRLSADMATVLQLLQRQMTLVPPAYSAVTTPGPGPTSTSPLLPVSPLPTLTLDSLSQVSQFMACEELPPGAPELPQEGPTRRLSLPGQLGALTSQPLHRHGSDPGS
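U2OS cells transduced with wild-type KCNH2 virus are loaded with FluxOr dye for 45 min, and thallium flux is measured in kinetic reads before and after stimulation buffer. Rate constants are normalized to DMSO controls.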
FBPA coupling cs – inhibits coupling enzyme system, counter-screen for aldolase hits; 0.67% of 290,000 active; coupling enzyme system counterscreen, AmpLite Red fluorescence; activity change, negative = inhibition, % at 58.2 µM, hits read low; AID 2472; in the data active = activity change below about -30%; note: % is set by controls: 0 for no effect and ±100 for the full control effect
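Compounds tested against the coupling enzymes alone at 57.5 uM final; readout was AmpLite Red fluorescence (525/598 nm) after 20 min at RT.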
GALK inh – blocks human galactokinase activity; P51570; Purified GALK, Kinase-Glo residual ATP luminescence; Potency, µM (titrated, usually from 57.5 µM), without a hit: top-dose activity change, negative = inhibition, actives largely listed as inhibitors; 0.007% of 270,000 active; AID 1868; note: potency is the fitted concentration of half-maximal effect; % is set by controls: 0 for no effect and ±100 for the full control effect
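Compounds were pin-transferred into ATP buffer (35 uM final), then GALK plus galactose (5 nM, 100 uM final) was added. After 1 h at room temperature, Kinase-Glo Plus was added and luminescence read after 10 min.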
CXXC DNA block – MLL CXXC-DNA interaction inhibition | Q03164 | MLL-CXXC / FITC-HOXA9 DNA fluorescence polarization | Potency, µM (doses to about 115 µM), without a hit: at the top dose activity change, negative = inhibition, usual class: inhibitors | 0.037% of 290,000 active | AID 2662; active = well fitted inhibition curve with a large enough effect in the polarisation, with a control signal flat, not every such curve was filed as active; inconclusive = small, poorly fitted or top-dose-only effect, or effect the other way, or a change in a side signal; inactive = no such curve, though single readings can be large or run the other way; the % refers to the polarisation; note: potency is the fitted concentration of half-maximal effect
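Purified MLL-CXXC (added from a 7 uM solution) was preincubated 5 min at ambient with pinned compounds in 50 mM Tris-HCl pH 7.5, 50 mM NaCl, 1 mM DTT, 0.05% BSA. Fluorescein-labeled HOX-A9 DNA (50 nM solution) followed, 30 min, then polarization read.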
TSHR antagonist – human thyrotropin receptor antagonism; TSHR-expressing cells, TSH-stimulated cAMP HTRF, 2 h; hits give low values; 0.2% of 330,000 active; activity change, negative = inhibition, % at 11.5 µM; P16473;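 active = activity change below a set negative limit, meaning inhibition stronger than a set level, cut at about -70% in these data; inconclusive = activity change between two set negative limits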; note: % is set by controls: 0 for no effect and ±100 for the full control effect
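Cell-based HTRF cAMP assay; TSHR cells + compound, TSH EC80 (4nM final), 2 h, 37 deg C. Lysis with anti-cAMP cryptate and cAMP-d2, 30 min RT, read 665/620 nm.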
A-T KAP1 phos – candidate therapy for ataxia-telangiectasia. […] A-T fibroblasts, KAP-1 phosphorylation AlphaLISA; neocarzinostatin DNA damage 30 min before lysis. Potency, µM (highest dose often 57.5 µM), for the others: at the top dose activation, usual class: activators. 0.19% of 320,000 active. AID 485349; note: potency is the fitted concentration of half-maximal effect; % of control where 0% means no effect; nearly all actives have a fitted effect of over 45% in size
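hTERT-immortalized A-T patient fibroblasts ([…]), 500 cells/well in OPTI-MEM, 1% FBS, got compounds for 60 min, then NCS for 30 min at 37C. Lysates were then assayed for phospho-KAP-1 by AlphaLISA (anti-pKAP1 donor, anti-KAP1 acceptor beads), 6 hr at 25C.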
TCR activator – activates T cell receptor signaling. 330,000 tested, under 10 active. Potency, µM (top dose mostly 9.22 µM), without a hit: at the highest dose activation of IL-2 secretion, most hits filed as activators. primary human leukocytes, anti-CD3, IL-2 HTRF, 48 h. AID 504894; note: % of control where 0% means no effect
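Activity was scored as IL-2 release from primary human leukocytes given only a TCR signal (a-CD3 beads) plus compound for 48 hr. Detection used a two-antibody HTRF format read at 665nm.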
* = called active by the depositor; ? = inconclusive; . = no result given; [ ] = remark or other dose. Unless noted, calls come from the whole dose curve; as a rule, active = well fitted curve in the direction sought with a large enough effect; inconclusive = small, poorly fitted or top-dose-only effect, or another doubt; inactive = no such curve, though single readings can be large; an effect the other way counts as inactive or inconclusive.

Structure	BCR signal inh	Tb PFK block	Giardia killer	hERG WT inh	FBPA coupling cs	GALK inh	CXXC DNA block	TSHR antagonist	A-T KAP1 phos	TCR activator
COc1ccc(CCNC(=O)C(C)n2nc(C)c3c(C)n(-c4ccc(C)cc4)nc3c2=O)c(OC)c1 (stereo not given)	2%	-7%	19	3	5	-2%	15%	-12	-4%	-6%
CCOC(=O)NN1C(=O)c2ccccc2NC1c1cccc(O)c1 (stereo not given)	2%	0%	20	16	2	1%	8%	10	10%	3%
COc1ccc(/C=C/CN2CCN(Cc3ccc(C)cc3)C(CCO)C2)cc1 (stereo not given)	-3%	-1%	-3	10	1	-1%	4%	-7	3%	6%
COc1ccc(CCNCC(=O)Nc2ccc(C)c(S(=O)(=O)N(C)C)c2)cc1OC	1%	-7%	20	-1	3	-3%	-5%	2	-2%	-2%
O=C(COC(=O)CCSc1ccccc1)NCc1ccccc1Cl	-16%	0%	7	0	7	2%	5%	14	-2%	-1%[46.1 µM]
O=C(CN1CCOCC1)NCCC12CC3CC(CC(C3)C1)C2	?	1%	-5	-3	0	-2%	9%	1	0%	4%
Cc1cc(C)nc(SCCC(=O)N(C)C)n1	?	-8%	1	4	1	2%	9%	19	.	-1%
CSc1nnc([C@H](Cc2c[nH]c3ccccc23)NC(=O)OC(C)(C)C)o1	12%	0%	-14	-2	0	4%	9%	4	-1%	13%
CN(C)CCn1c(NC(=O)c2ccc(Cl)cc2)nc2ccccc21	-17%	-2%	13	44	-9	0%	-2%	13	8%	1%
CCc1noc(C)c1C(=O)OCC(=O)NC(C)c1ccccc1 (stereo not given)	-1%	0%	?	-5	.	.	.	0	4%	6%
Nc1cc(N)nc(SCCc2ccccc2)n1	?	0%	7	-2	-4	.	-2%	4	-5%	-1%
CC(C)CC(COCc1cccc(Cl)c1)N1CCN(C(=O)c2ccc(C(F)(F)F)cc2)CCC1=O (stereo not given)	?	-2%	15	0	-5	.	0%	-11	-8%	4%
COc1ccc(S(=O)(=O)N2CCCCC2)cc1NC(=O)C1CC1	-1%	17%	-17	-4	.	.	.	9	7%	1%
COc1ccccc1C(=O)NC(C)C(c1cccs1)N1CCOCC1 (stereo not given)	?	?	11	5	-3	0%	-2%	-4	-3%	2%
O=C(NC1CCN(Cc2ccccc2)CC1)c1ccccc1Cl	-1%	-4%	-3	14	0	.	1%	7	10%	.
N=C(N)Cc1ccccc1Sc1ccccc1	-6%	-13%	7	9	1	1%	-5%	14	-4%	2%[46.1 µM]
CC(C)SCc1cc(N2CCCC2)nc(-c2ccccc2)n1	8%	-1%	7	3	4	0%	10%	12	-2%	-4%
O=C(NCc1ccco1)c1ccc(NC(=O)C2COc3ccccc3O2)cc1 (stereo not given)	2%	-12%	13	3	1	1%	6%	0	-4%	1%
Cc1cc2c(cc1S(=O)(=O)Nc1cccc(F)c1)n(C)c(=O)c(=O)n2C	7%	0%	-11	-7	1	.	.	5	-1%	-7%
Cc1ccc(-n2c(SCC(=O)NCc3ccco3)nc3nc4c(cc3c2=O)COC(C)(C)C4)cc1	-3%	-2%	-7	9	0	1%	2%	-9	?	0%
Cc1cccc(C(=O)NC2=NCCS2)c1	6%	2%	-17	-4	1	6%	-3%	10	-4%	0%
CCn1c(C)csc1=NC(=O)c1ccccc1	0%	-7%	1	-14	1	-1%	3%	-8	-1%	-4%
CCCN1C2CCCC1CC(NC(=O)c1ccccc1Br)C2 (stereo not given)	0%	-2%	-12	17	3	.	2%	1	2%	3%
COc1cc(C(=O)Nc2cccc(-c3nncn3C)c2)cc(OC)c1OC	?	-8%	-1	4	-3	6%	0%	-9	-2%	4%
CC1CCCCC1NC(=O)c1ccc(S(=O)(=O)NNC(=O)c2ccncc2)cc1 (stereo not given)	-5%	0%	-8	-25	3	5%	-5%	4	-6%	6%

By substructure: the compounds so far with fluorine
Structure	BCR signal inh	Tb PFK block	Giardia killer	hERG WT inh	FBPA coupling cs	GALK inh	CXXC DNA block	TSHR antagonist	A-T KAP1 phos	TCR activator
CC(C)CC(COCc1cccc(Cl)c1)N1CCN(C(=O)c2ccc(C(F)(F)F)cc2)CCC1=O (stereo not given)	?	-2%	15	0	-5	.	0%	-11	-8%	4%
Cc1cc2c(cc1S(=O)(=O)Nc1cccc(F)c1)n(C)c(=O)c(=O)n2C	7%	0%	-11	-7	1	.	.	5	-1%	-7%

Continued.
Structure	BCR signal inh	Tb PFK block	Giardia killer	hERG WT inh	FBPA coupling cs	GALK inh	CXXC DNA block	TSHR antagonist	A-T KAP1 phos	TCR activator
c1ccc(-c2noc(-c3ccc4c(c3)OCO4)n2)nc1	?	-9%	?	-2	3	18%	2%	1	1%	-2%
COCCCn1c2nc3ccccc3nc2c2c(=O)n(-c3ccccc3OC)cnc21	-12%	0%	2	1	-1	0%	8%	-12	3%	-3%
Cc1ccc(CN2CCS(=O)(=O)CC2)o1	1%	-24%	-12	-1	1	15%	-6%	4	-3%	-2%
N#Cc1ccc(OCC(=O)Nc2cccc(S(=O)(=O)NC3=NCCCCC3)c2)cc1	8%	6µM*	-3	-32	.	.	.	-8	6%	11%
O=C(CCN1C(=O)C2C3C=CC(C4CC34)C2C1=O)Oc1ccccc1 (stereo not given)	3%	5%	-13	.	-3	-4%	?	-7	1%	4%
O=S(=O)(c1ccccc1)c1nc(-c2ccco2)oc1NCc1ccco1	?	3%	-6	-16	0	0%	8%	-3	0%	3%
Cn1c(N2CCN(C(c3ccccc3)c3ccccc3)CC2)nc2c1c(=O)[nH]c(=O)n2C	2%	3%	0	4	0	.	8%	-1	9%	8%
Cc1nc(C(=O)N2CCCC(C(=O)c3ccc(Cl)cc3)C2)cs1 (stereo not given)	2%	0%	1	25	3	5%	-4%	-3	-19%	3%
Cc1nc(-c2cn[nH]c2)c2cc(C)oc2n1	2%	0%	5	-1	3	3%	10%	5	4%	-3%
O=C(C[C@H]1C[C@H](C(=O)N2CCCCC2)[C@@]2(CCc3ccccc3)c3[nH]c4cc(-c5ccco5)ccc4c3CCN2C1=O)NCc1ccco1	-1%	0%	0	-1	.	.	.	-6	8%	4%[46.1 µM]
CCCCCCOc1ccc(/C=C/C(=O)N2CCOCC2)cc1OC	?	-9%	4	-6	0	0%	-2%	-7	5%	-5%
CCOC(=S)SCC(=O)N1CCc2ccccc2C1C1C(=O)CC(C)(C)CC1=O (stereo not given)	-22%	-3%	8	8	1	0%	30%	-4	-1%	1%[46.1 µM]
CCOc1ccc2nc(SCc3ccc(F)cc3)sc2c1	?	-2%	1	1	-1	0%	6%	-12	12%	6%[46.1 µM]
CN(C)S(=O)(=O)c1ccc(Cl)c(C(=O)NCCNC(=O)c2cc(S(=O)(=O)N(C)C)ccc2Cl)c1	4%	-3%	-4	0	1	0%	-13%	2	-2%	-9%
CCOc1ccccc1N(C(=O)c1snc(C(N)=O)c1N)C(C(=O)NCC1CCCO1)c1ccc2ncccc2c1 (stereo not given)	-1%	1%	9	-4	1	-3%	0%	-14	0%	2%
O=C(Nc1ccc(F)cc1)c1ccccc1	?	-10%	-13	-1	-1	0%	4%	13	9%	-8%
CC(=NC1CC1)C1=C(O)c2ccccc2C1=O	11%	2%	5	-1	1	-3%	12%	-3	0%	4%
CCOc1ccccc1NC(=O)c1cc(CC(C)C)oc1C	1%	-10%	1	-21	-1	-5%	-1%	-11	13%	3%
CCOC(=O)C1CCCN(c2c(NCc3ccco3)c(=O)c2=O)C1 (stereo not given)	7%	-3%	14	-1	0	1%	2%	-1	5%	-1%
Cc1ccc(C2=NN(C)c3nc4ccccc4n3C2)cc1	1%	1%	-2	0	0	0%	5%	-21	.	-3%

Compounds were not picked by outcome. Share with any hit: about 1.6%.
